Screens from PubChem BioAssay.
CD11b adhes inh: blocks human CD11b/CD18 adhesion to fibrinogen. P05107+P11215. inhibition, % at 10 µM. 93,000 tested, 0.54% active. K562 CD11b/CD18 adhesion to fibrinogen, ATPlite luminescence; Mn2+ added to activate the integrin;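 active = primary inhibition of 50% or more at 10 µM, then 40% or more on retest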; also: some results filed as inactive read as strong as hits
Mac1 fbg enh: increases human CD11b/CD18 adhesion to fibrinogen; P05107+P11215; K562 CD11b/CD18 adhesion to fibrinogen, ATPlite luminescence; activation, % at 10 µM; 93,000 tested, 0.07% active;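 active = 10 µM primary screen giving 50% or more activity, confirmed by 40% or more on retest at that dose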; also: strong numbers were not always called active; reference of the scale not given here
CYP2C19 activ: increases human CYP2C19 enzyme activity; recombinant CYP2C19, luciferin-H EGE luminescence; active compounds read high; 0 = fully inhibited enzyme, 1 = untreated enzyme; AID 1025; 96,000 tested, under 10 active; activation factor at 5 µM; P33261;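 active = activation factor of at least 2 at 5 µM in the primary screen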;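 also: 0 = wells with 2.5 mM tranylcypromine and 1 = vehicle-only wells; values of inactives mirror those of a sister screen read the other way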
CYP2C9 activ: increases human cytochrome P450 2C9 activity. 96,000 tested, 1.4% active. AID 1024. activation factor at 5 µM. P11712. recombinant CYP2C9, luciferin-H conversion, luminescence; active compounds read high; factor 1 = untreated enzyme, 0 = blocked;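 active = activation factor of 2 or more for CYP2C9 at a 5 µM dose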;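 also: 0 = sulfaphenazole-blocked wells and 1 = vehicle-only wells; values of inactives mirror those of a sister screen read the other way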
PLAP activator: activates human placental alkaline phosphatase | activation fold at 20 µM | 96,000 tested, 1.2% active | purified PLAP enzyme, luminescent substrate read-out; active compounds read high; in the data active = activation fold above about 2
CYP2C9 inh: inhibitors of human CYP2C9. P11712. CYP2C9 Supersomes, luciferin-H conversion, luminescence. inhibition, % at 5 µM. 96,000 tested, 20% active;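 active = blocking of liver enzyme CYP2C9 beyond about 50% at 5 µM, limit read from the data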; also: values of inactives mirror those of a sister screen read the other way
MT1-MMP txn act: activates MT1-MMP transcription; HT1080 MT1-MMP promoter luciferase reporter, luminescence, overnight; active compounds read high; activation factor at 10 µM; 86,000 tested, 0.16% active; AID 750;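 active = activation factor of at least 2 for MT1-MMP transcription at 10 µM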
PTK2B oligo ant: blocks oligomerization of human Pyk2 in cells | AID 1347419 | Q14289 | z-score (the deposit names both 25 µM and 10 µM) | Q293 cells, Pyk2 FERM NanoBiT luminescence; active compounds read low | 99,000 tested, 0.83% active;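 active = Z-score of -3 or lower, scaled per plate to the spread of control and sample wells; inactive = z-score above -3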;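 also: negative z-score means lost luminescence so less FERM oligomerization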
Target sequence (Q14289 whole entry, looked up): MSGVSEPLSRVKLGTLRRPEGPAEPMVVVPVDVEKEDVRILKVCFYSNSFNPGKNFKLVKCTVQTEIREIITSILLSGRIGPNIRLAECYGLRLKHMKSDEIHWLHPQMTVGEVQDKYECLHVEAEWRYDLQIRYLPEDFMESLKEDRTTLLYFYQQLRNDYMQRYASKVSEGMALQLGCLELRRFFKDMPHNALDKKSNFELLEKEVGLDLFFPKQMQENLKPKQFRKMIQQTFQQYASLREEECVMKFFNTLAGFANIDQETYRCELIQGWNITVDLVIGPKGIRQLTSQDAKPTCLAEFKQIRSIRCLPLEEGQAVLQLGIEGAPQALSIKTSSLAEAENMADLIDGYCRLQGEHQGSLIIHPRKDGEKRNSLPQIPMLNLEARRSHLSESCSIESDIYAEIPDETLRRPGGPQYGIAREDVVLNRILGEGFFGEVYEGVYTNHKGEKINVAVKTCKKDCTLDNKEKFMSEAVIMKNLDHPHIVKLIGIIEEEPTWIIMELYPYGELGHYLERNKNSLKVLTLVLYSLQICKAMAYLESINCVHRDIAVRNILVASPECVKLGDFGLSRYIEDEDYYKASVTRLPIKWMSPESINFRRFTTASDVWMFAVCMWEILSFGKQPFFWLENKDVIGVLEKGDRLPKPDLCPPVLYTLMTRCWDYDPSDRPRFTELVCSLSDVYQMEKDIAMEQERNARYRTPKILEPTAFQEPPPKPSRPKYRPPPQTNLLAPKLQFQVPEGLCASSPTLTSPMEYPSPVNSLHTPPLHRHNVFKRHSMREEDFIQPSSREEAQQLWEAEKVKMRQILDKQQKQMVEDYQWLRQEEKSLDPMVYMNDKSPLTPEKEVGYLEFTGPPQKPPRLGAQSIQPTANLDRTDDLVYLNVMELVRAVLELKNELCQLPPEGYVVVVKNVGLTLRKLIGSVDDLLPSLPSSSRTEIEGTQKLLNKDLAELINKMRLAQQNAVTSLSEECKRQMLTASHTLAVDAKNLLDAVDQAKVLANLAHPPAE
CYP2C19 inhib: blocks human cytochrome P450 2C19; inhibition, % at 5 µM; P33261; CYP2C19 Supersomes, luciferin-H EGE luminescence, 30 min; 96,000 tested, 21% active; AID 778;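 active = CYP2C19 inhibition above a set limit at 5 µM in the primary screen, cut at about 50% in these data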;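 also: plate controls were negative control wells for no effect and 2.5 mM tranylcypromine positive control for full effect; values of inactives mirror those of a sister screen read the other way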
Numbers without * were called inactive; . = no result given.

Start of the data: the first 13 entries (preview)
SMILES	CD11b adhes inh	Mac1 fbg enh	CYP2C19 activ	CYP2C9 activ	PLAP activator	CYP2C9 inh	MT1-MMP txn act	PTK2B oligo ant	CYP2C19 inhib
COc1ccc(C2C(C#N)=C(N)Oc3cc(C)n(Cc4ccco4)c(=O)c32)cc1 (centres undefined)	-13	4	0.8	0.3	0.8	68*	1.2	1.3	17
CCN(CC)CCn1c2ccc(Cl)cc2c2nc(C)sc21	11	-3	0.5	0.5	1.4	46	1.1	-0.87	49
O=S(=O)(Nc1nc2ccccc2[nH]1)c1ccccc1	-4	0	0.6	0.9	1	14	1.1	0.58	42
COc1ccc(S(=O)(=O)CCC(=O)Nc2c(C)n(C)n(-c3ccccc3)c2=O)cc1	-1	5	0.9	1	1.1	-5	1.2	0.68	6
CCC1=NC(c2ccc(OC)cc2)N(O)C1(C)C (centres undefined)	-7	-2	1	0.9	0.9	10	1.1	-1.1	2
Cc1c(C(=O)N2CCOCC2)sc(NC(=O)c2ccc3c(c2)OCO3)c1C#N	3	1	1.1	0.9	1.1	11	1.2	2.5	-8
COc1ccccc1NC(=O)c1nn(-c2ccccc2)ccc1=O	-9	8	0.9	1.9	0.9	-95	.	-0.9	10
CCOC(=O)CSc1nc2cc(C(=O)NCC3CCCO3)ccc2c(=O)n1Cc1ccco1 (centres undefined)	-6	3	0.7	0.3	0.9	72*	1.2	-0.8	26
O=C(NCCN1CCN(c2ccccc2)CC1)C1CCCN(S(=O)(=O)c2cnc[nH]2)C1 (centres undefined)	-22	1	0.9	0.8	1.7	19	1	.	12
Cc1ccc(C(=O)Nc2ccc(Oc3ccc(C(=O)O)c(C(=O)O)c3)cc2)cc1C	3	-3	1.1	1.2	1.3	-20	.	1.6	-8
Cc1cccc(NC(=O)CN(C)S(=O)(=O)c2cccs2)c1	5	-4	0.2	0.6	0.7	38	1.5	0.32	80*
CCC(C)(C)NC(=O)C(c1ccc(F)cc1)N(Cc1ccco1)C(=O)CCC(=O)Nc1ccccn1 (centres undefined)	4	-2	0.9	0.9	1.6	7	1.1	-0.32	8
OCC12COC(c3ccccc3)N1C(c1ccccc1)OC2 (centres undefined)	-13	-1	0.3	0.5	0.9	47	1	0.37	69*

The listing, from the first entry:
SMILES	CD11b adhes inh	Mac1 fbg enh	CYP2C19 activ	CYP2C9 activ	PLAP activator	CYP2C9 inh	MT1-MMP txn act	PTK2B oligo ant	CYP2C19 inhib
COc1ccc(C2C(C#N)=C(N)Oc3cc(C)n(Cc4ccco4)c(=O)c32)cc1 (centres undefined)	-13	4	0.8	0.3	0.8	68*	1.2	1.3	17
CCN(CC)CCn1c2ccc(Cl)cc2c2nc(C)sc21	11	-3	0.5	0.5	1.4	46	1.1	-0.87	49
O=S(=O)(Nc1nc2ccccc2[nH]1)c1ccccc1	-4	0	0.6	0.9	1	14	1.1	0.58	42
COc1ccc(S(=O)(=O)CCC(=O)Nc2c(C)n(C)n(-c3ccccc3)c2=O)cc1	-1	5	0.9	1	1.1	-5	1.2	0.68	6
CCC1=NC(c2ccc(OC)cc2)N(O)C1(C)C (centres undefined)	-7	-2	1	0.9	0.9	10	1.1	-1.1	2
Cc1c(C(=O)N2CCOCC2)sc(NC(=O)c2ccc3c(c2)OCO3)c1C#N	3	1	1.1	0.9	1.1	11	1.2	2.5	-8
COc1ccccc1NC(=O)c1nn(-c2ccccc2)ccc1=O	-9	8	0.9	1.9	0.9	-95	.	-0.9	10
CCOC(=O)CSc1nc2cc(C(=O)NCC3CCCO3)ccc2c(=O)n1Cc1ccco1 (centres undefined)	-6	3	0.7	0.3	0.9	72*	1.2	-0.8	26
O=C(NCCN1CCN(c2ccccc2)CC1)C1CCCN(S(=O)(=O)c2cnc[nH]2)C1 (centres undefined)	-22	1	0.9	0.8	1.7	19	1	.	12
Cc1ccc(C(=O)Nc2ccc(Oc3ccc(C(=O)O)c(C(=O)O)c3)cc2)cc1C	3	-3	1.1	1.2	1.3	-20	.	1.6	-8
Cc1cccc(NC(=O)CN(C)S(=O)(=O)c2cccs2)c1	5	-4	0.2	0.6	0.7	38	1.5	0.32	80*
CCC(C)(C)NC(=O)C(c1ccc(F)cc1)N(Cc1ccco1)C(=O)CCC(=O)Nc1ccccn1 (centres undefined)	4	-2	0.9	0.9	1.6	7	1.1	-0.32	8
OCC12COC(c3ccccc3)N1C(c1ccccc1)OC2 (centres undefined)	-13	-1	0.3	0.5	0.9	47	1	0.37	69*
O=C(CN(C(=O)CNS(=O)(=O)c1ccccc1)C1CCCC1)NCC1CCCO1 (centres undefined)	1	-2	1	1.1	1.1	-5	1	0.54	4
CN1C(=O)C2C=CC1C1C(=O)N(c3ccccc3)C(=O)C21 (centres undefined)	44	-2	0.8	1.1	1.2	-8	1	0.98	18
Cn1nnnc1SCCNCc1cccnc1	-2	-3	0.8	0.7	0.8	29	1.1	2.2	18
CCN1CCN(c2cc(C)c3cc(NC(=O)c4ccncc4)ccc3n2)CC1	3	0	1	1	1.5	1	1	.	-1
Cc1nc2c(C(=O)NCc3ccc(F)cc3)c[nH]n2c(=O)c1Cl	-7	-5	1.1	0.4	1.1	63*	1.1	1.3	-6
Cc1ccc(C(=O)ON=C2CCN(S(=O)(=O)c3ccccc3)CC2)cc1	.	.	0.9	1	1.3	-3	.	1.8	12
O=C(Cn1cccc1C(=O)c1ccccc1)NCc1ccco1	-18	0	0.8	1	1	-1	1.2	-1	17
Cc1ccc(-n2c(CSc3nc(C)cc(C)n3)nnc2SCC(=O)NCc2ccco2)cc1	.	.	1	0.6	1.4	41	1.1	-0.28	-1
CCOCc1nnc(NC(=O)CCc2ccccc2)s1	-34	-6	0.6	0.7	0.9	34	1.1	0.61	35
Cc1ccsc1/C=C1\CCc2ccccc2C1=O	75	-7	0.1	0.1	0.5	87*	.	-0.2	93*
CCC(C)(C)n1nnnc1C(CC(C)C)N1CCC(C(N)=O)CC1 (centres undefined)	-12	0	1	0.8	1.1	17	1.2	-0.02	-2
COc1ccc(CN2CCCCC2C)c(C)c1C (centres undefined)	0	-2	0.8	1	1	1	1.1	0.96	18

Carrying on:
SMILES	CD11b adhes inh	Mac1 fbg enh	CYP2C19 activ	CYP2C9 activ	PLAP activator	CYP2C9 inh	MT1-MMP txn act	PTK2B oligo ant	CYP2C19 inhib
OC(COc1ccc(Br)cc1)CN1CCOCC1 (centres undefined)	-10	0	0.8	1	1	3	1.3	-0.38	21
COc1ccc(CCNC2CC(=O)N(CCc3ccc(OC)c(OC)c3)C2=O)cc1OC (centres undefined)	-20	7	1	1	1.9	-5	1	-0.35	-3
S=C(c1ccc(Br)cc1)N1CCN(Cc2ccccc2)CC1	.	.	0.8	0.7	1.1	32	.	0.19	18
O/C(=C\Sc1nnc(Cc2ccccc2)o1)c1ccc(F)cc1	-13	0	0.6	0	1.1	96*	.	0.15	36
Cc1c(C(=O)NCCc2ccc3c(c2)OCCO3)oc2ccccc12	9	-5	0.1	0.2	1.3	82*	.	-0.04	86*
N#Cc1nc(Cc2cccc3ccccc23)oc1NCc1ccc2c(c1)OCO2	17	3	0.5	0.4	1.2	64*	1.2	0.33	49
O=C(C(Cc1ccccc1)n1cccc1)N1CCN(c2cccc(Cl)c2)CC1 (centres undefined)	19	1	0.2	0.3	1.1	70*	.	.	82*
CC(C)(C)C(=O)NC(C(N)=O)=C(Cl)Cl	15	-5	1.1	1.1	1	-12	1	0.06	-15
CC(C)(C)NC(=O)COc1ccc(CNCc2cccs2)cc1	-11	5	0.8	1	1.1	2	.	0.24	24
CCOC(=O)CNC(=O)CSc1nc(C)cc(C)c1C#N	5	-5	0.2	1.9	0.9	-92	1	-0.03	83*
COC(=O)c1nc(-n2nc(C)cc2C)ccc1Cl	6	-7	0.8	1.2	0.8	-22	1.1	0.8	20
CCC(=O)Nc1ccccc1C(=O)N1CCCC1	4	1	1	1	1.1	2	1.1	0.37	-3
Fc1ccc(CSc2nnc(-c3cccnc3)n2Cc2ccco2)cc1	-19	-4	0.6	0.7	1.6	32	1.5	0.07	36
CCCCN1C(=O)CC(N2CCOCC2)C1=O (centres undefined)	2	5	1	1	1.2	2	1.1	0.69	0
CCSc1n[nH]c(=O)[nH]c1=O	7	-1	1	1	1.1	2	1.2	-0.31	-1
Cc1ccc(CNc2ccc(N3CCOCC3)c(C(=O)O)c2)s1	-20	1	1	1.1	1.5	-6	1.1	1.3	-5
CCOC(=O)c1oc2ccc(S(=O)(=O)n3nc(-c4ccc(OC)cc4)cc3N)cc2c1C	59	19	1	0	1.3	100*	0.9	.	2
CCCC(=O)Nc1nnc(-c2cccc(OCC)c2)s1	-6	-2	1	1.2	1.1	-19	1.4	-0.39	5
CN(C)Cc1cc(C(C)(C)C)c(O)c(C(C)(C)C)c1	7	-3	1	1	0.8	-1	1	-0.63	2
O=C(CCCn1c(=O)c2sccc2n(CC(=O)OCc2ccccc2)c1=O)NCc1ccco1	-6	0	0.5	1	0.9	2	1.2	1.4	51*
CC(=O)Nc1nc(SCc2cccc3ccccc23)n[nH]1	-20	0	1	1.7	1.3	-72	.	-0.02	-5
O=C(Cn1c(CSc2ccccc2)nc2ccccc21)Nc1ccccc1	.	.	0.5	0.3	1	74*	.	.	51*
CCn1ccnc1C(O)c1ccc(N(C)C)cc1 (centres undefined)	11	2	0.4	1	0.8	0	1.3	0.41	62*
N#CC1=C(N)N(c2ccccc2)C2=C(C(=O)CCC2)C1c1cccs1 (centres undefined)	.	.	0.8	0.5	1.2	46	1.2	-0.45	24
CN(CC#CCC(c1ccccc1)c1ccccc1)C(C)(C)C	2	-4	0.5	0.7	1.5	26	.	-0.1	46
CCOc1ccc(N2C(=O)CC(NCCc3ccncc3)C2=O)cc1 (centres undefined)	-2	2	0.5	0.6	1.3	35	1	0.05	52*
CCn1c(-c2ccco2)nc2ccccc21	6	0	0.9	1.3	1.1	-29	1.3	-0.55	13
O=C1NCC2=C1C(c1ccccc1)Nc1ccccc1N2 (centres undefined)	4	-2	0.9	1	1	2	1.1	0.19	6
